Bioassay records as filed in PubChem BioAssay.
FBW7 act: activators of human E3 ligase FBW7. Q969H0. normalized activity (activation), % at 26.1 µM. AlphaScreen FBW7–phospho-cyclin E peptide binding, activator screen. 650,000 tested, 0.13% active. AID 1259310; in the data active = normalized activity above about 1.9%;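 note: purified mutant Fbw7 with reduced substrate affinity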
GPR151 ag: human GPR151 activation. activation, % at 11.2 µM. 650,000 tested, 1% active. Q8TDV0. PathHunter beta-arrestin GPR151 cells, luminescence. AID 1508602; in the data active = activation above about 4.9%;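 note: 0% = median of compound wells and 100% = cells with positive control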
Target sequence (Q8TDV0 whole entry, looked up): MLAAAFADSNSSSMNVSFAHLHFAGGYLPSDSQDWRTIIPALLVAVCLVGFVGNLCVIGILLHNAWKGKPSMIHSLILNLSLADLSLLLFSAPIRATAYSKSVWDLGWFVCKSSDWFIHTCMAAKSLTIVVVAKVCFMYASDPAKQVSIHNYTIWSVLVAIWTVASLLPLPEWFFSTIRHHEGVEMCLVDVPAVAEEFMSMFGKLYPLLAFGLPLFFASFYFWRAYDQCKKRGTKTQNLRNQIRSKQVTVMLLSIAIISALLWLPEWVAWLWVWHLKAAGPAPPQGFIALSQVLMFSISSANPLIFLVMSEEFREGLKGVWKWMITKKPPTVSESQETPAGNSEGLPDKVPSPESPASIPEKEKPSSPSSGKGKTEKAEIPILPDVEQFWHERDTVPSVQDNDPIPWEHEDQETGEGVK
MITF inh: blocks human microphthalmia-associated transcription factor | inhibition, % at 2.6 µM | AlphaScreen MITF homodimerization, bead proximity signal | O75030 | 650,000 tested, 0.91% active; in the data active = inhibition above about 50%;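 note: 0% = vehicle wells with protein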
Target sequence (O75030 whole entry, looked up): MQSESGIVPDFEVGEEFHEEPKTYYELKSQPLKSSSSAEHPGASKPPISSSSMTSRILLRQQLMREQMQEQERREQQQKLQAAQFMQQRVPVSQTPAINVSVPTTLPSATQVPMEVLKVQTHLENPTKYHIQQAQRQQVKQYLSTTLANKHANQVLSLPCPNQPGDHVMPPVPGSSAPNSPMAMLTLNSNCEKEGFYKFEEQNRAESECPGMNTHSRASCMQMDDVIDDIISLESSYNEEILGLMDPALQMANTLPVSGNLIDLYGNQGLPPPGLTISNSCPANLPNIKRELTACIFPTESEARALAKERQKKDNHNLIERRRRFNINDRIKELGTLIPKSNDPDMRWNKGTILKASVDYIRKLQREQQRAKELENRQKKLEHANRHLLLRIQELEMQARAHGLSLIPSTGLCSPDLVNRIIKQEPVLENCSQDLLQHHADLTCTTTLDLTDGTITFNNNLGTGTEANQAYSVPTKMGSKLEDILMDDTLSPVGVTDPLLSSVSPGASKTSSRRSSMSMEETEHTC
TEAD-YAP inh: TEAD-YAP interaction inhibition; inhibition, % at 9.12 µM; HEK-TIYL cells, TEAD-Gal4/YAP UAS-luciferase luminescence; 640,000 tested, 1.4% active; AID 1259422; in the data active = inhibition above about 32%;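 note: 0% = median of test compound wells and 100% = reference inhibitor wells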
Starred values were filed as active, the others as inactive.

Values run as follows: MITF inh, TEAD-YAP inh, GPR151 ag, FBW7 act
> CC(C)C(NC(=O)/C=C/c1ccc([N+](=O)[O-])cc1)C(C)C
    -2.6, -5.8, -0.8, 0.0
> CC(=O)Nc1ccc(NC(=O)c2cccc(Nc3ccc4ncccc4c3)c2)cc1
    15.8, -9.1, 0.1, 0.0
> NC(=O)c1ccc(NC(=O)CCCc2nc3ccccc3s2)cc1
    -9.9, -31.3, 1.7, 0.0
> COc1ccccc1NC(=O)C1=C(C)NC(=O)NC1c1cccs1 (centres undefined)
    1.3, -12.1, 2.6, -0.2
> O=C(Oc1ccc2ccccc2c1Br)c1cncc(Br)c1
    13.9, 5.2, -0.8, 0.1
> O=C(Nc1ccc(F)c(C(F)(F)F)c1)c1cccn(OCc2ccccc2F)c1=O
    7.2, 10.0, -1.9, -0.1
> Cc1ccc(CNC(=O)C2CCC(CNc3c(N4CCCCC4)c(=O)c3=O)CC2)cc1 (centres undefined)
    6.8, -9.0, -0.9, 0.0
> CCN(CC)c1ccc(/C=N/NC(=O)CNc2n[nH]c(=O)[nH]c2=O)cc1
    -0.1, 6.1, -1.3, 0.0
> Cc1cc(F)c(F)cc1C(=O)Cn1cncn1
    10.9, -1.2, 1.2, -0.1
> Cc1cccc(NC(=O)CN2C(=O)N/C(=C/c3ccc(O)cc3)C2=O)c1
    -3.5, -16.7, 0.2, -0.2
> CCOc1ccc2[nH]c(=O)c(CN(CC3COCCO3)C(=O)c3ccc(C)cc3)cc2c1 (centres undefined)
    -4.2, 14.7, 0.2, -0.1
> CCNC12CCCCC1=Cc1cc([N+](=O)[O-])ccc1O2 (centres undefined)
    2.1, -12.6, -1.2, 0.3
> CCCCn1c(CNc2ccc(C)cc2)nnc1SCC(=O)NC(C)(C)C
    18.9, 0.8, 2.7, 0.2
> COc1cccc(N2C(=O)C3C4C=CC(C4)C3C2=O)c1 (centres undefined)
    17.9, 2.7, 2.8, 0.0
> CCOc1ccc(Nc2nc(Nc3ccc(C(C)=O)cc3)nc(C)c2[N+](=O)[O-])cc1
    12.7, 6.3, 0.0, -0.1

2 of these compounds in a different format.
Molecule	MITF inh	TEAD-YAP inh	GPR151 ag	FBW7 act
COc1ccccc1NC(=O)C1=C(C)NC(=O)NC1c1cccs1 (centres undefined)	1.3	-12.1	2.6	-0.2
O=C(Oc1ccc2ccccc2c1Br)c1cncc(Br)c1	13.9	5.2	-0.8	0.1

Continued:
Values run as follows: MITF inh, TEAD-YAP inh, GPR151 ag, FBW7 act
> CCn1c(C(=O)N2CCCC(C(=O)O)C2)cc2sccc21 (centres undefined)
    19.9, 0.4, 0.3, -0.1
> COc1ccc(C(C(C#N)C#N)C2C(=O)N(Cc3ccccc3)N=C2C)cc1 (centres undefined)
    15.7, 3.3, 0.9, 0.6
> CCCOc1ccc(-c2cc(C(=O)Nc3scc(-c4ccc(Cl)cc4)c3C(=O)OC)c3ccccc3n2)cc1
    -0.2, -0.3, -0.7, 0.1
> CCOC(=O)c1ccc(OCC2c3cc(OC)c(OC)cc3CCN2C(=O)C2CC2)cc1 (centres undefined)
    10.5, -12.0, 1.5, 0.6
> CC(=O)Nc1ccccc1NC(=O)C(C)C
    4.9, 5.0, -1.0, -0.1
> CSc1cccc2sc(N(CC3CCCO3)C(=O)c3cccc(F)c3)nc12 (centres undefined)
    14.9, 0.7, -1.8, 0.6
> N#CC1=C(N)N(c2ccccc2Cl)C2=C(C(=O)CCC2)C1c1ccc(Cl)cc1Cl (centres undefined)
    9.5, -5.6, 0.9, -0.1
> O=C1N=C2SCCN2C(=O)C1Cc1ccc(Cl)cc1 (centres undefined)
    3.7, 6.4, -0.5, 0.1
> O=C(C1CCCN1S(=O)(=O)c1cccs1)N1CCN(c2ccccc2)CC1 (centres undefined)
    14.0, 12.9, -0.8, 0.0
> CCOC(=O)N1CCN(CCC(=O)Nc2ccc(C)c(Br)c2)CC1
    -27.1, -10.5, -0.6, 0.1
> O=C(CCn1c(=O)sc2ccccc21)NCCCc1ccccc1
    2.4, -7.8, -0.7, -0.3
> NS(=O)(=O)c1ccc(CCNCC(O)COCc2ccc3c(c2)OCO3)cc1 (centres undefined)
    7.7, 21.5, -1.8, 0.1
> COCCCNC(=O)C1CCN(c2nc(C)cc(OC)n2)CC1
    5.5, 1.8, -0.2, 1.2
> CCOC(=O)c1sc(NC(=O)c2ccc(C)cc2)c(C(=O)OCC)c1C
    2.5, 6.8, 1.5, -0.1
> CC(=O)c1ccc(NC(=O)c2cc([N+](=O)[O-])cc([N+](=O)[O-])c2)cc1
    -3.4, 1.8, -0.3, -0.1

Next part.
Values run as follows: MITF inh, TEAD-YAP inh, GPR151 ag, FBW7 act
> COc1ccc(/C=C(\C#N)C(=O)Nc2ccc3c(c2)C(=O)c2ccccc2C3=O)c(OC)c1
    5.1, 10.5, -0.2, 1.0
> CCCC(=O)C(CCC)C(C(=O)OC)C(=O)OC (centres undefined)
    -3.7, -5.3, 0.3, 0.3
> Cc1ccc(S(=O)(=O)Nn2c(SCC(=O)c3ccc(Cl)cc3)nc3ccccc3c2=O)cc1
    2.3, -0.6, -0.5, -0.1
> COc1ccc(NC(=O)CN2C(=O)C(C)Oc3ccccc32)c(OC)c1 (centres undefined)
    -12.6, -4.5, 0.4, 0.3
> CCCN(CCC)S(=O)(=O)c1ccc(C(=O)Nc2nc3c(ccc4ccccc43)s2)cc1
    -4.1, 7.8, -1.4, -0.1
> CC(NS(=O)(=O)c1ccc(F)cc1)C(=O)NC1CC1 (centres undefined)
    11.9, 0.7, -0.7, 0.2
> O=C(c1ccc2c(=O)n(-c3cc(C(F)(F)F)ccc3Cl)c(=S)[nH]c2c1)N1CCCCC1
    12.8, 1.8, 1.1, 0.2
> CCCOP(=O)(OCCC)C1(Nc2ccc(Cl)c(Cl)c2)CCCCC1
    -2.1, 3.0, 0.1, -0.2
> CC(C)/C=C/CN1CCOc2ccc(CN3CCCC(C(N)=O)C3)cc2C1 (centres undefined)
    -0.6, -0.7, 0.4, 0.0
> C(=C\c1nc2ccccc2n1CCCOc1ccccc1)/c1ccccc1
    -16.3, -60.2, -1.7, 1.0
> CCCC(=O)N1CCc2cc(OC)c(OC)cc2C1COc1ccc(CC)cc1 (centres undefined)
    9.8, -13.4, 2.1, 0.0
> Cc1ccc(-c2nc3ccccc3s2)cc1NC(=O)c1ccccc1F
    -9.2, -31.1, 1.0, -0.2
> CCOc1ccccc1CNc1cccc([N+](=O)[O-])c1
    -13.9, -3.9, -0.1, 0.2
> Cc1cccc(CS(=O)(=O)CC2Nc3ccc(C(=O)N4CCN(c5cccc(C(F)(F)F)c5)CC4)cc3NC2=O)c1 (centres undefined)
    12.8, 0.9, 5.2*, 0.3
> CC(=O)c1cc(F)c(N2CCN(S(=O)(=O)c3ccc(C)cc3)CC2)cc1C
    8.3, -1.8, 0.1, 0.1

Additional structures:
Values run as follows: MITF inh, TEAD-YAP inh, GPR151 ag, FBW7 act
> Cc1ccnc(Nc2ccc(N3CCN(C(=O)c4ccc(Cl)cc4)CC3)nn2)c1
    14.0, -5.9, 0.2, -0.1
> CNc1nnc(-c2ccccc2)c(-c2ccccc2)n1
    3.9, -12.1, 0.1, 0.0
> CC(C)CCNC(=O)c1ccc2c(=O)n(C3CCCC3)c(=S)[nH]c2c1
    18.2, 4.9, -1.2, 0.0
> COc1ccc(-c2cc(C(=O)Nc3ccc(Oc4ccccc4)cc3)ccn2)cc1
    2.1, -6.6, 0.9, 0.3
> CCOC(=O)c1ccc(NC=C2C(=O)OC(C)(C)OC2=O)cc1
    22.8, 1.1, -0.7, 0.0
> Oc1ccc(CCNc2ncnc3nc(Nc4ccc(N5CCOCC5)cc4)[nH]c23)cc1
    16.4, -2.9, -1.4, 0.1
> COc1ccc(-c2nc3cnccn3c2NC(C)(C)C)cc1CN1CCOCC1
    -0.7, -8.7, 1.4, -0.1
> O=C(Nc1ccc(Cl)cc1)C1CCCN(S(=O)(=O)c2cnc[nH]2)C1 (centres undefined)
    7.2, -0.7, 0.9, 0.9
> CC(C)C(=O)NC(Nc1ccccc1F)C(Cl)(Cl)Cl (centres undefined)
    15.4, 5.5, -1.0, 0.1
> COc1ccc(C(=O)/C=C/c2ccccc2[N+](=O)[O-])cc1OC
    16.1, 7.0, 4.6, 0.0
> Cc1ccc(C)c(NC(=O)CN(c2ccc(Cl)cc2C)S(=O)(=O)c2ccccc2)c1
    9.3, -1.2, -0.5, -0.1
> CC1CCN(c2c(NCC3CCC(C(=O)NC4CCCCC4C)CC3)c(=O)c2=O)CC1 (centres undefined)
    17.1, 1.0, -0.8, 0.1
> COC(=O)C1CCN(C(=O)Cc2ccc(Br)cc2)CC1
    16.4, -1.7, 1.4, 0.0
> CC1=CC(C)C2(COC(CN3CCOCC3)OC2)C(C)C1 (centres undefined)
    -12.0, -1.8, 0.0, -0.1
> CCNC(=O)c1ccccc1NC(=O)c1cccc(S(=O)(=O)N2CCCC2)c1
    27.8, -9.2, -1.5, 0.2

Carrying on.
Values run as follows: MITF inh, TEAD-YAP inh, GPR151 ag, FBW7 act
> COc1cccc(N/C(SCc2cccc([N+](=O)[O-])c2)=C(/C#N)C(=O)NCc2cccs2)c1
    -5.2, -10.4, 0.1, -0.1
> O=C(CCC(=O)c1ccc(F)cc1)OC1CCOC1=O (centres undefined)
    15.7, 4.1, 0.0, 0.7
> O=[N+]([O-])c1cccc(/C=N/Nc2nccnc2Cl)c1
    24.7, -60.3, -5.8, 0.9
> COc1ccccc1NC(=O)c1ccc2c(c1)C(=O)N(c1cc(C)on1)C2=O
    -4.7, -12.6, 2.1, -0.1
> O=C(NCc1csc(-c2cccs2)n1)Nc1cc(F)cc2c1OCOC2
    10.8, 2.0, -1.9, 1.2
> COc1ccc2nc(N3CCC(N4CC5CCC4C5)CC3)nc(C)c2c1 (centres undefined)
    4.0, 2.3, 0.7, 0.1
> CSc1nc2sc(C)c(C)c2c(=O)n1-c1ccccc1
    -0.2, -2.7, 3.0, 0.0
> O=c1[nH]c(Nc2ccccc2Cl)nnc1Cc1ccccc1
    12.6, -1.3, 0.4, 0.1
> CCNc1ncnc2c1cnn2-c1ccc(C)cc1
    -6.6, -3.0, -2.4, -0.1
> C[C@H](O)[C@H]1NC(=O)[C@@H]2C[C@H](NCc3cn(C)nc3-c3ccccc3)CN2C1=O
    -5.3, 0.2, -1.7, 0.0
> C/C(CC(=O)Nc1ccc(F)cc1)=N\NC(=O)c1ccc([N+](=O)[O-])cc1
    13.5, -8.7, 0.8, 0.0
> CCOC(=O)c1nnn(CC(=O)Nc2ccccc2C(N)=O)c1C(=O)OCC
    4.7, -2.8, 0.5, 0.0
> Cc1ccc2c(c1)C(c1ccccc1)N(C(=O)c1cccc(Br)c1)CC(=O)N2 (centres undefined)
    21.6, 0.3, 3.1, 0.8
> Cc1ccc(S(=O)(=O)N(O)c2ccc(Cl)cc2)cc1
    0.6, -1.5, 0.5, 0.0
> O=C(Nc1nc2c(s1)CCCC2)c1c(F)cccc1F
    20.3, -80.0, -2.0, 0.4

Next part
Values run as follows: MITF inh, TEAD-YAP inh, GPR151 ag, FBW7 act
> CCn1c(CSc2ncccn2)nnc1SCC(=O)N1c2ccccc2CC1C (centres undefined)
    4.2, 8.8, 1.1, 0.2
> CCOCCCNS(=O)(=O)c1ccc(NC(=O)c2cccs2)cc1
    11.8, 3.2, 0.5, -0.1
> CCC(=O)N1CCN(c2ccccc2NC(=O)c2ccc(Br)cc2)CC1
    21.0, 11.0, -2.4, -0.1
> COC(=O)C1=CN(Cc2ccc(OC)c(OC)c2)C=C(C(=O)OC)C1c1cccc(OC)c1OC
    4.2, -16.9, 0.3, 0.2
> Cc1ccc(-c2n[nH]c(CNS(C)(=O)=O)n2)cc1
    -0.2, -10.4, -0.8, -0.1
> O=C(CNC(=O)c1cccc(F)c1)N/N=C/c1cccc(Br)c1
    0.9, -0.5, 0.8, 0.1
> COC(=O)NCc1ccc(CNC(=O)OC)cc1
    10.6, 3.2, -0.9, 0.2
> COc1ccccc1N(CN1C(=O)c2ccc([N+](=O)[O-])cc2C1=O)C(C)=O
    9.7, 0.8, -0.2, 0.8
> CC(=O)Nc1ccc(-c2csc(NC(=O)Cc3ccccc3)n2)cc1
    2.6, -2.2, 0.0, -0.1
> O=C1OC(/C=C/c2cccc(Cl)c2Cl)=NC/1=C\c1ccc(Cl)cc1Cl
    6.2, -8.3, 0.3, -0.1
> Cc1ccc(F)cc1NC(=O)N[C@H]1C[C@H]2C(=O)N[C@H]([C@H](C)O)C(=O)N2C1
    4.0, -4.8, -0.2, 0.1

Part of the list above, reformatted:
> O=C(CNC(=O)c1cccc(F)c1)N/N=C/c1cccc(Br)c1
  MITF inh: 0.9
  TEAD-YAP inh: -0.5
  GPR151 ag: 0.8
  FBW7 act: 0.1

> COC(=O)NCc1ccc(CNC(=O)OC)cc1
  MITF inh: 10.6
  TEAD-YAP inh: 3.2
  GPR151 ag: -0.9
  FBW7 act: 0.2

> CCOCCCNS(=O)(=O)c1ccc(NC(=O)c2cccs2)cc1
  MITF inh: 11.8
  TEAD-YAP inh: 3.2
  GPR151 ag: 0.5
  FBW7 act: -0.1
